Screening results: PubChem, several laboratories
bovine MsrA act = bovine methionine sulfoxide reductase A activation | purified bovine MsrA, absorbance read-out | activation, % at 10.6 µM | 360,000 tested, 0.3% active | AID 602163; in the data active = activation above about 7.5%;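 also: 0% = vehicle and 100% = reference activator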
MT1-MMP act inh = inhibitors of human MT1-MMP activation | 360,000 tested, 0.061% active | GFP/RFP ratio change, % at 20 µM | HT1080 RFP-PRO-GFP cells, GFP/RFP ratio fluorescence, overnight; percent of plate control window, DMSO zero | P50281;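 active = GFP/RFP ratio change of at least 30% with cell ATP level not reduced by more than half and red fluorescence within 50% of control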; also: strong numbers were not always called active
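Assay system: HT1080 RFP-PRO-GFP cells. Benchmarks: DMSO vehicle wells and RFP-L50D-GFP reporter cell wells. Times: overnight cell settling, then overnight compound exposure, 37 °C, 5% CO2. Compound: 20 µM single dose, 1% DMSO. Read-out basis: GFP/RFP fluorescence ratio.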
CSN inh = blocks human CSN-mediated cullin deneddylation. Q92905. Purified CSN, SCF-Nedd8-OG deneddylation, fluorescence polarization. inhibition, % at 12.5 µM. 360,000 tested, 0.38% active;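 active = pattern-corrected inhibition above about 35%, with an unprinted fluorescence ratio check between 0.5 and 1.5, limit read from the data, passing the limit was not always enough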;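 also: 0% = enzyme with substrate and 100% = substrate without enzyme; some results filed as inactive read as strong as hits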
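Material: purified human Csn5 enzyme expressed in HEK293T cells / Medium: Tris buffer pH 7.5, NaCl, DTT, Tween-20, trehalose, ovalbumin / Compound dosing: 12.5 µM single point / Schedule: 90 min incubation of compound, enzyme and substrate at room temperature / Signal: fluorescence polarization of the substrate / Control set: no-enzyme wells high, enzyme-with-substrate wells low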
eLon inh = inhibitors of E. coli Lon protease; purified E. coli Lon protease, fluorescence polarization; inhibition, % at 7.94 µM; P0A9M0; AID 602123; 360,000 tested, 0.42% active; in the data active = inhibition above about 13%, passing the limit was not always enough;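 also: 0% = enzyme with probe and DMSO and 100% = no enzyme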
MsrA inh = bovine MsrA inhibition. purified bovine MsrA, absorbance read-out. inhibition, % at 15.5 µM. 360,000 tested, 0.75% active; in the data active = inhibition above about 4.5%;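 also: 0% = vehicle wells with enzyme and 100% = reference inhibitor wells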
Rin1 Abl inh = blocks binding of human Rin1 to Abl; P00519+Q13671; TR-FRET Rin1/Abl binding, biochemical; inhibition, % at 7.35 µM; 360,000 tested, 0.4% active; in the data active = inhibition above about 5%, passing the limit was not always enough
Rpn11 block = blocks the human proteasome subunit Rpn11. calls only at 20 µM. human 26S proteasome, Ub4-pepOG fluorescence polarization; 20S core pre-blocked with epoxomicin. O00487. 360,000 tested, 0.59% active. AID 588493;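 active = inhibition at 20 µM, scaled to each plate's controls, above about 33%, limit read from the data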
Target sequence (O00487 whole entry, looked up): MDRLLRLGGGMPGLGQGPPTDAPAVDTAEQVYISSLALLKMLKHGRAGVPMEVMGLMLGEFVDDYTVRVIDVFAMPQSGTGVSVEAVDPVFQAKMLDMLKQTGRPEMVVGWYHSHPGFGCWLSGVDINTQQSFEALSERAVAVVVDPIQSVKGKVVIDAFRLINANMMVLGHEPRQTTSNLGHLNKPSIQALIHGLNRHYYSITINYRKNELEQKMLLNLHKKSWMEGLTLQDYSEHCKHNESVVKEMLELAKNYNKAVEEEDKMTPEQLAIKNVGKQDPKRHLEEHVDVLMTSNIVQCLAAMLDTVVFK
MLLE-PAM2 inh = inhibitors of microRNA-mediated deadenylation, human PABP1 MLLE binding. P11940. GST-MLLE / FITC-PAM2 fluorescence polarization. inhibition, % at 20 µM. 360,000 tested, 0.36% active. AID 588489; in the data active = inhibition above about 35%, passing the limit was not always enough;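 also: plate controls were DMSO wells with GST-MLLE for no effect and wells lacking GST-MLLE protein for full effect; some results filed as inactive read as strong as hits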
Target sequence (P11940 whole entry, looked up): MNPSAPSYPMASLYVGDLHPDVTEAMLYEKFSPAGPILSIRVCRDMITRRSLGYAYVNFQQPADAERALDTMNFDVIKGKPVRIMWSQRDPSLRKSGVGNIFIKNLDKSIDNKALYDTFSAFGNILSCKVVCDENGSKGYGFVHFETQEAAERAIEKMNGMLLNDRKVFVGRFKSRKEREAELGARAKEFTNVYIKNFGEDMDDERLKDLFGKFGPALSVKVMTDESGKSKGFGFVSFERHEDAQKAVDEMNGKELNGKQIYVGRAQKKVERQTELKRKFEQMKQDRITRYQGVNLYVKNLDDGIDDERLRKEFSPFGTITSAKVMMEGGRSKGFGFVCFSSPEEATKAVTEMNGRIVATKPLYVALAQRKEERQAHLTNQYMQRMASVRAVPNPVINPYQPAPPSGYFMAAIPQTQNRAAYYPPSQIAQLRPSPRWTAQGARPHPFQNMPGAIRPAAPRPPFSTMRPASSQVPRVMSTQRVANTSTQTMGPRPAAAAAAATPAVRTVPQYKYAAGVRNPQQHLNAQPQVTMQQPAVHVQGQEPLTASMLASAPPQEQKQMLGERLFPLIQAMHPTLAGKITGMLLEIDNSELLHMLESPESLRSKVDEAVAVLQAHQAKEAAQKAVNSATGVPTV
FAS TE block = blocks the thioesterase domain of human fatty acid synthase; recombinant FAS-TE, OMFH fluorogenic substrate, fluorescence endpoint; AID 602261; inhibition, % at 15 µM; 360,000 tested, 0.67% active;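 active = compounds whose normalised, plate-corrected inhibition of enzyme fluorescence in the single-dose primary screen is 50% or more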;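 also: 0% = DMSO with enzyme and 100% = substrate without enzyme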
The depositor's hits bear a star; i = inactive; / = not tested or not shown. The list is partial. The share of hits here may be higher or lower than overall.

SMILES	bovine MsrA act	MT1-MMP act inh	CSN inh	eLon inh	MsrA inh	Rin1 Abl inh	Rpn11 block	MLLE-PAM2 inh	FAS TE block
COc1cccc(CNCCc2cccc(F)c2)c1OC	-5	-2	2	12	0.1	1	i	-1	-4
O=C(NCc1ccc(C(=O)N2CCC3(CC2)OCCO3)cc1)c1cccc(Br)c1	-3	-1	1	6	-0.2	-6	i	-4	-1
Cc1[nH]c2ccc(OC(F)(F)F)cc2c1CCNCc1ccc(Cl)cc1	-5	-4	5	-6	-0.8	3	i	3	9
COc1ccc2c(c1)c(CCN)c(C)n2Cc1ccccc1	0	-2	-1	-1	-0.9	1	i	-11	-5
COc1cc2c(cc1OC)-c1c3c(cc4c1[C@@H](C2)N(C)CC4)OCO3	2	33*	3	3	0.3	-1	i	-33	7
Clc1ccc2c(c1)C(c1ccccc1Cl)=NCc1nncn1-2	-15	/	-1	-7	0.3	4	i	-3	-4
CCOP(=O)(OCC)Oc1cc(C)c(N(C)C)c(C)c1	2	-3	-5	-3	-0.4	-1	i	-6	-6
Cc1ccc(Cl)cc1-n1c(O)c(C=NCCCN2CCOCC2)c(=O)[nH]c1=O	0	-2	4	-14	1.3	6	i	-10	-4
COc1ccc(C[C@@H]2c3cc(O)c(OC)cc3CCN2C)cc1O	-11	-3	0	-2	-0.8	2	i	6	-8
COC(=O)C1=C(c2cccc(OC)c2OC)C[C@@H]2CC[C@H]1N2C(=O)NCCO	-8	-2	-4	-9	-0.1	4	i	-5	-5
O=C(Cn1c2c(c(-c3ccccc3Cl)cc1=O)CCC2)N1CCC2(CC1)OCCO2	0	5	-1	-8	0.7	4	i	17	-10
CN(C)CCN=Cc1c(O)n(Cc2ccco2)c(=O)[nH]c1=O	-1	0	-1	6	0.6	0	i	-10	-8
CCN(CC)c1ccc(CN(C)CCc2ccc(OC)c(OC)c2)cc1	-2	5	-9	0	0.7	2	i	5	-2
N#Cc1cc2c(nc1SCC(=O)Nc1cc(Cl)cc(Cl)c1)C1CCN2CC1	-2	-15	0	-4	0.7	-1	i	9	-1
FC(F)(F)c1ccccc1CN1CCN(Cc2ccccc2)CC1	-1	2	-4	8	1.8	0	i	0	0
Cc1ccc(N2C(=O)NC(=O)/C(=C/c3ccc(OC(=O)c4cccs4)cc3)C2=O)cc1	-3	-4	1	-10	0.7	-5	i	27	-2
COC(=O)C1=C(c2ccc(C(C)=O)cc2)C[C@@H]2CC[C@H]1N2C(=O)NC1CC1	-2	4	5	-3	0.8	-4	i	-16	-8
CC(C)OC(=O)Nc1ccc(N=C(N)N[N+](=O)[O-])cc1	-1	5	3	1	2.6	4	i	-4	-3
Cc1cccc(N2C(=O)NC(=O)/C(=C\c3cccn3-c3ccc(Cl)cc3)C2=O)c1	1	14	2	-27	0.0	2	i	-37	-5
COc1ccc2[nH]c(C)c(CCNCc3cc(OC)c(OC)c(OC)c3)c2c1	-3	-6	-3	-6	0.0	0	i	-3	-6

Reprinted at random: 3 records from the list.
SMILES	bovine MsrA act	MT1-MMP act inh	CSN inh	eLon inh	MsrA inh	Rin1 Abl inh	Rpn11 block	MLLE-PAM2 inh	FAS TE block
O=C(NCc1ccc(C(=O)N2CCC3(CC2)OCCO3)cc1)c1cccc(Br)c1	-3	-1	1	6	-0.2	-6	i	-4	-1
Cc1cccc(N2C(=O)NC(=O)/C(=C\c3cccn3-c3ccc(Cl)cc3)C2=O)c1	1	14	2	-27	0.0	2	i	-37	-5
COc1cccc(CNCCc2cccc(F)c2)c1OC	-5	-2	2	12	0.1	1	i	-1	-4

Continuation:
SMILES	bovine MsrA act	MT1-MMP act inh	CSN inh	eLon inh	MsrA inh	Rin1 Abl inh	Rpn11 block	MLLE-PAM2 inh	FAS TE block
CCOC(=O)[C@]12Cc3cc(C)ccc3[C@H]1N(CCC(=O)OC)C(=O)c1ccccc12	-2	-12	-3	-2	-0.1	/	/	/	42
CCN(CC)CCCN=Cc1c(O)n(CCc2ccc(F)cc2)c(=O)[nH]c1=O	0	2	3	-4	1.0	-3	i	-11	-8
O=[N+]([O-])c1cccc(C2N3CCCN23)c1 (centres undefined)	-1	0	-2	-2	-1.0	-1	i	0	-10
Cc1c(C(=O)N2CCC3(CC2)OCCO3)oc2ccc(S(=O)(=O)N3CCOCC3)cc12	-1	6	-3	3	-0.4	5	i	-5	-4
COc1cc(N2CCOCC2)ccc1/C=C1\C(=O)NC(=O)N(C2CCCCC2)C1=O	-2	1	-9	-17	3.6	-4	/	-20	-14
ClCCN1CCSCC1	-4	-2	1	-24	0.8	6	i	1	-4
CC(=O)N1CC(=O)Nc2ccc(F)cc2C1c1ccccc1 (centres undefined)	-1	-1	3	2	-0.7	-2	i	-3	-1
COc1cc(C(=O)N2Cc3ccccc3-n3nncc3C2)cc(OC)c1OC	-1	-1	2	-8	-0.6	-3	i	-8	-11
Nc1c2c(nc3ccccc13)CCN(Cc1ccccc1)C2	-1	-10	-73	198*	2.3	-21	i	88	-8
Cc1nn(Cc2ccccc2)c(Cl)c1C(=O)OCC(=O)N1CCCC1	0	1	4	-8	-0.1	3	i	16	-6
CCC1(c2ccc(N)cc2)CCC(=O)NC1=O (centres undefined)	-1	-1	3	1	-0.8	-1	i	2	-2
COC(=O)C1=C(c2ccc(F)cc2F)C[C@@H]2CC[C@H]1N2C(=O)NC1CCCCC1	5	3	0	-10	/	3	i	7	-4
Cc1cccnc1-n1c(-c2ccco2)nc2ccccc2c1=O	-4	1	-1	-1	0.9	0	i	-2	-5
CCCCCCC(Cl)(Cn1ccnc1)c1ccccc1 (centres undefined)	-9	3	3	0	-1.4	-4	i	2	2
COc1ccccc1CCNC1CCCCCC1	-7	-2	0	-4	-1.1	1	i	1	-2
CC(C)CC(=O)NC(Oc1ccc(Cl)cc1)C(Cl)(Cl)Cl (centres undefined)	-2	-2	-3	1	0.5	-1	i	-5	16
CCCCn1c(=O)c(C(=O)NCc2ccccc2)c(O)c2ccccc21	-3	-1	2	0	1.2	1	i	-6	27
COc1ccc(C(CNC(=O)Cc2ccc(Cl)c(Cl)c2)N2CCCCC2)cc1 (centres undefined)	-3	-2	0	-8	0.2	-1	i	-15	14
C=CC[C@@H](C)CC(=O)C(CCCN=[N+]=[N-])SOOc1ccccc1 (some centres undefined)	1	-1	0	-2	-0.3	2	i	3	15
COc1ccc(CNCCc2ccccc2F)c(OC)c1C	-4	1	0	-8	0.3	-2	i	6	-3

Arranged by length of the SMILES (lowest first): part of the list above
SMILES	bovine MsrA act	MT1-MMP act inh	CSN inh	eLon inh	MsrA inh	Rin1 Abl inh	Rpn11 block	MLLE-PAM2 inh	FAS TE block
O=[N+]([O-])c1cccc(C2N3CCCN23)c1 (centres undefined)	-1	0	-2	-2	-1.0	-1	i	0	-10
CC(C)CC(=O)NC(Oc1ccc(Cl)cc1)C(Cl)(Cl)Cl (centres undefined)	-2	-2	-3	1	0.5	-1	i	-5	16
COc1cc(C(=O)N2Cc3ccccc3-n3nncc3C2)cc(OC)c1OC	-1	-1	2	-8	-0.6	-3	i	-8	-11
COc1ccc(C(CNC(=O)Cc2ccc(Cl)c(Cl)c2)N2CCCCC2)cc1 (centres undefined)	-3	-2	0	-8	0.2	-1	i	-15	14
COc1cc(N2CCOCC2)ccc1/C=C1\C(=O)NC(=O)N(C2CCCCC2)C1=O	-2	1	-9	-17	3.6	-4	/	-20	-14
CCOC(=O)[C@]12Cc3cc(C)ccc3[C@H]1N(CCC(=O)OC)C(=O)c1ccccc12	-2	-12	-3	-2	-0.1	/	/	/	42

Additional structures.
SMILES	bovine MsrA act	MT1-MMP act inh	CSN inh	eLon inh	MsrA inh	Rin1 Abl inh	Rpn11 block	MLLE-PAM2 inh	FAS TE block
CN(C)/C=C/C(=O)C(Cl)(Cl)Cl	-2	0	-2	-4	3.9	-1	i	6	-4
Cc1c(C)c2ccc(OCC(=O)N3C[C@H]4C[C@@H](C3)c3cccc(=O)n3C4)cc2oc1=O	-16	5	-2	-1	2.3	4	i	3	-5
CCN1CCC(N(C)C2CCCCC2)CC1	-3	-2	2	-4	0.7	0	i	18	-3
COc1ccc2c3c1OC1C(=O)CC[C@@]4(O)[C@@H](C2)N(CC2CC2)CC[C@]314 (some centres undefined)	-1	-1	5	-11	-0.3	1	i	-5	1
CCCOc1ccccc1NP(=O)(Oc1ccccc1)Oc1ccccc1	-10	-3	1	-7	0.1	-3	i	7	19
O=C(Cn1c(NCCCl)nc2ccccc21)c1ccc(Br)cc1	-2	-9	3	-3	1.5	2	i	0	4
c1ccc2c(c1)CNc1ccccc1O2	-3	1	0	-2	-0.7	1	i	-2	1
CC(=O)c1cccc(NC(=O)N2C[C@H]3C[C@@H](C2)c2cccc(=O)n2C3)c1	-1	0	2	2	0.7	0	i	7	-6
C#C[C@]1(O)CCC2C3C(=O)C=C4C=CCC[C@]4(C)C3CC[C@@]21C (some centres undefined)	0	4	-1	-3	0.4	0	i	0	0
COC1=CCC2([N+](=O)[O-])CN(C)CC1([N+](=O)[O-])C2 (centres undefined)	-1	2	-3	-1	-0.8	-1	i	12	-10
COc1ccccc1CCNC1CCC(C)CC1 (centres undefined)	-4	3	-2	1	0.7	-1	i	11	-8
CCN1CCC2(CC1)NC(=O)c1ccccc1O2	-2	4	-1	1	1.8	3	i	-3	-3
CC=CC(C)=CC(C)C(=O)CC(O)CC1CC(=O)NC(=O)C1 (centres undefined)	-4	-18	-5	6	-0.4	0	i	19	-9
Cc1ccc(OCC(=O)N2CCN(Cc3ccc4c(c3)OCO4)CC2)cc1C	-2	-1	-5	-7	-0.6	2	i	5	2
CCCCn1c(O)c(C(C)=NCCCN(CC)CC)c(=O)[nH]c1=O	-3	-10	-4	8	0.7	-2	i	17	-9
CN(CC1COc2ccccc2O1)c1nc(-c2cccnc2)nc2ccccc12 (centres undefined)	-1	-4	5	-3	1.3	-4	i	2	24
